Assay outcomes deposited in PubChem BioAssay by several laboratories.
SUMO Mot1 rescue = yeast Mot1-301 growth rescue at high temperature, primary screen, SUMOylation pathway inhibitor project, S. cerevisiae, ATP luminescence, 38.5C. S. cerevisiae Mot1-301 growth rescue; percent above DMSO median, 100 means doubled. growth rescue, % at 18.8 µM. 320,000 compounds, 1% hits. AID 2716, 2010;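 active = every valid replicate shows activation above 250% relative to neutral control wells; inactive = the rest, any valid replicate at or below 250%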;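 also: OY570 slx delta 5 strain wells were the positive control but not used for scaling; some compounds called inactive have numbers as strong as hits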
MITF act = activators of MITF-driven TRPM1 promoter reporter, primary screen, cell-based, SK-MEL-5, luciferase, single point. AID 588334, 2011. SK-MEL-5 TRPM1-promoter luciferase, 24 h; % of positive control, neutral wells = 0. 300,000 compounds, 0.75% hits. activation, % at 12.5 µM;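 active = mean activation of at least 80% with every replicate also reaching 80%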;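 also: 0% = neutral control wells and 100% = parthenolide positive control wells; values of inactives mirror those of a sister screen read the other way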
PKA-R1A act = activators of PKA-R1A holoenzyme, primary screen, biochemical, fluorescence polarization, Cy5-IP20, bovine R1A, mouse PKAc | PKA-R1A dissociation; scaled: DMSO 0%, 113 µM cGMP 100% | 340,000 compounds, 0.083% hits | activation, % at 11.4 µM | cAMP-dependent protein kinase type I-alpha regulatory subunit (Bos taurus) + …;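 active = percent activation above the mean of all tested compounds plus 3 SD, cut at about 19% in these data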;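 also: higher means more PKAc released from R1A so a rise in polarization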
SR-BI DiI-HDL act = activators of SR-BI mediated DiI-HDL uptake, primary screen, ldlA[mSR-BI] CHO cells, DiI fluorescence; 3 h; 100 = double the neutral-control signal; 320,000 compounds, 0.096% hits; activation, % at 12.5 µM;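 active = mean replicate activation of at least 60% and every replicate at or above 60%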;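 also: 0% = median plate neutral-control signal and 100% = twice that signal; values of inactives mirror those of a sister screen read the other way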
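material = CHO ldlA[mSR-BI] cells | medium = Ham's F12 with 0.5% BSA, HEPES 25 mM, pH 7.4 | reagent = fluorescent DiI-HDL, 10 µg/mL final | compound dosing = single-point compound dose | incubation = 3 h, 37 °C | measured by = bottom-read fluorescence, 550/595 nm | measure = HDL uptake via cellular fluorescence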
PKA-R2B act = activators of PKA-R2B holoenzyme, primary screen, biochemical, fluorescence polarization, Cy5-IP20, human; 340,000 compounds, 0.079% hits; PKA-R2B holoenzyme dissociation; R2B truncated from residue 108, S112A mutant; 0% DMSO only, 100% 113 µM cGMP; AID 504700, 2011; activation, % at 11.4 µM;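 active = activation above a cutoff set at the mean over all compounds plus 3 SD, cut at about 18% in these data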;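 also: higher means more holoenzyme dissociation and a rise in polarization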
dFosB activator = activators of delta FosB homodimer, primary screen, biochemical, fluorescence polarization, TAMRA-CDK5 oligo, single point | purified delta FosB; percent of positive-control signal above neutral wells | activation, % at 25 µM | 340,000 compounds, 0.99% hits | Protein FosB (Mus musculus), P13346;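 active = mean activation above about 17%, with every replicate also reaching it, limit read from the data, passing the limit was not always enough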;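 also: fluorescence polarization rise as delta FosB binds a TAMRA Cdk5 AP-1 oligo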
DSG3 Ab inh = inhibitors of pemphigus antibody binding to DSG3, primary screen, biochemical, bead-based, flow cytometry, scFv-GFP. DSG3-coupled beads, scFv-anti-DSG3-GFP binding; hits give low values. binding (percent of control), % at 10 µM. 310,000 compounds, 0.48% hits;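 active = binding more than 3 SD below its plate's average and above zero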;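 also: hits lower antibody fragment binding to DSG3; some compounds called inactive have numbers as strong as hits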
SR-BI HDL uptake = inhibitors of SR-BI mediated HDL lipid uptake, primary screen, ldlA[mSR-BI] cells, fluorescence, single point. Scavenger receptor class B member 1 (Mus musculus), Q61009. ldlA[mSR-BI] CHO cells, DiI-HDL uptake fluorescence, 3 h. inhibition, % at 12.5 µM. 320,000 compounds, 0.96% hits;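 active = mean replicate inhibition of at least 70% and a set share of replicates each scoring 70 or more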;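 also: 0% = median of neutral control wells and 100% = median of positive control wells; values of inactives mirror those of a sister screen read the other way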
NSD2 HMT inh = NSD2 histone methyltransferase inhibitors, primary screen, biochemical, AlphaScreen, single concentration, set 2. 310,000 compounds, 0.54% hits. Histone-lysine N-methyltransferase NSD2 (Homo sapiens), O96028. NSD2 peptide methylation, 120 min. inhibition, % at 12.5 µM; in the data active = inhibition above about 50%
Target sequence (O96028 whole entry, looked up): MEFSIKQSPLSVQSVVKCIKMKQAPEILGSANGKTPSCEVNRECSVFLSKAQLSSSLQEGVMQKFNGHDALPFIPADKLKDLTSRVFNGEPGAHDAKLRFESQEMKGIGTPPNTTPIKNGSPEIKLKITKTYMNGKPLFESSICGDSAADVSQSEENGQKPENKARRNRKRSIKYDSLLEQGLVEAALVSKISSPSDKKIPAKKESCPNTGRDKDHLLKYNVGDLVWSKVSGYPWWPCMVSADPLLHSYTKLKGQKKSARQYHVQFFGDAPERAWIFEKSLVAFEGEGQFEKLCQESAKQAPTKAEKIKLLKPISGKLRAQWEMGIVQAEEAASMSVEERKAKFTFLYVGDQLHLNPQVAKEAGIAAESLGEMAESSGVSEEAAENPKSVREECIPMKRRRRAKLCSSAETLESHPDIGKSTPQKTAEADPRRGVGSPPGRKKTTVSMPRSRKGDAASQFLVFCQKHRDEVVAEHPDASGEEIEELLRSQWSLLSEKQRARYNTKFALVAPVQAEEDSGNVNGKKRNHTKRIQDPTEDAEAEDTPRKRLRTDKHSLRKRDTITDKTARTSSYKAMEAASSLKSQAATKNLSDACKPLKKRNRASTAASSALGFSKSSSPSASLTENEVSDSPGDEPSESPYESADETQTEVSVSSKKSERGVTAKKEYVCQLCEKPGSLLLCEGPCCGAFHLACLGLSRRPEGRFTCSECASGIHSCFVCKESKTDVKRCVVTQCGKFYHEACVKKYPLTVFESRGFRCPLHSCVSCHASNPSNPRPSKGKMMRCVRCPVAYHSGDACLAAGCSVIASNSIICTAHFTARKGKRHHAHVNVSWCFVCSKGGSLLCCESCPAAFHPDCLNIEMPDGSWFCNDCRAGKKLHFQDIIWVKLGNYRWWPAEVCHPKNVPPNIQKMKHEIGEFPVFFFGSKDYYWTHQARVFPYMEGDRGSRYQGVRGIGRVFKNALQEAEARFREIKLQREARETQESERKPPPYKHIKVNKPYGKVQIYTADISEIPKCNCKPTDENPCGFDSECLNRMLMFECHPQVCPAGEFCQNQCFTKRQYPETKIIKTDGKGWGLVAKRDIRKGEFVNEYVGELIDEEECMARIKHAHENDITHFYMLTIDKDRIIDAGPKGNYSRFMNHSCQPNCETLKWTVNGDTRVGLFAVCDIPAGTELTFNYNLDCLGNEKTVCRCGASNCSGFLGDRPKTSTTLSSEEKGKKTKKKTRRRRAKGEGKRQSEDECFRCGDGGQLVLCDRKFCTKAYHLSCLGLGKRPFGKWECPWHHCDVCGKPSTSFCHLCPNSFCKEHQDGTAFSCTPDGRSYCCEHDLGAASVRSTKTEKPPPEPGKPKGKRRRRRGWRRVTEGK
Arrestin-AP2 inh = inhibitors of beta-arrestin/AP2 binding, primary screen, biochemical, GPCR trafficking, flow cytometry | inhibition, % at 10 µM | 340,000 compounds, 0.31% hits | FITC-arrestin peptide / GST-AP2 beads; AP2 beta2 appendage carries R879A mutation;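 active = inhibition above a set limit, near 3 SD of compounds lacking own fluorescence, cut at about 54% in these data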;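 also: plate controls were DMSO wells for no effect and 5 µM unlabelled arrestin peptide for full effect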
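System: GST-AP2 R879A glutathione beads | Also added: FITC-arrestin peptide, 50 nM | Times: 12 min plus 1 h, RT | Signal: Bead flow cytometry, FITC channel | Buffer or medium: PBS with 0.05% Tween 20 and 0.1% BSA | Read-out basis: Percent drop in bead-associated FITC signal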
CDK5 inh = inhibitors of human CDK5/p35 kinase, primary screen, biochemical, single concentration; Cyclin-dependent kinase 5 (Homo sapiens) + Cyclin-dependent kinase 5 activator 1 (Homo …; Recombinant CDK5/p35, ADP-Glo luminescence, 60 min; inhibition, % at 10 µM; 330,000 compounds, 0.01% hits; AID 488839, 2010;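 active = highest replicate inhibition of at least 50% and at least 75% of replicates reaching 50%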;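 also: plate controls were DMSO neutral control for no effect and GW8510 at 10 µM for full effect; many of its hits are not listed in these tables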
An asterisk follows results filed as active.

Screening COc1ccc(/C(O)=C2/C(=O)C(=O)N(CCCN(C)C)C2c2cccc(Cl)c2)cc1OC (configuration not stated) returned SUMO Mot1 rescue -2, MITF act -1, PKA-R1A act 4, SR-BI DiI-HDL act 4, PKA-R2B act 0, dFosB activator 1, DSG3 Ab inh 98, SR-BI HDL uptake -4, NSD2 HMT inh 1, Arrestin-AP2 inh 3 and CDK5 inh -1.0.
Screening O=C(CN1CCCN(S(=O)(=O)c2ccc(Br)s2)CC1)Nc1ccc(Cl)cc1 returned SUMO Mot1 rescue 19, MITF act -6, PKA-R1A act -2, SR-BI DiI-HDL act 20, PKA-R2B act -5, dFosB activator 2, DSG3 Ab inh 101, SR-BI HDL uptake -20, NSD2 HMT inh 0, Arrestin-AP2 inh -2 and CDK5 inh -0.8.
`CN=C(Nc1cc(C)nn1CCC#N)c1ccccc1F` gave SUMO Mot1 rescue -7, MITF act 18, PKA-R1A act -3, SR-BI DiI-HDL act -7, PKA-R2B act -6, dFosB activator 6, DSG3 Ab inh 95, SR-BI HDL uptake 7, NSD2 HMT inh -3, Arrestin-AP2 inh 1 and CDK5 inh 0.2.
Screening COc1cc(/C=N/NC(=O)c2cncc(Br)c2)cc([N+](=O)[O-])c1O returned SUMO Mot1 rescue -13, MITF act -20, PKA-R1A act 4, SR-BI DiI-HDL act -120, PKA-R2B act 14, dFosB activator 0, DSG3 Ab inh 99, SR-BI HDL uptake 120*, NSD2 HMT inh 5, Arrestin-AP2 inh -2 and CDK5 inh 0.8.
`Cc1nc2scc(-c3cccs3)c2c(=O)n1-n1cccc1` gave SUMO Mot1 rescue 4, MITF act 9, PKA-R1A act 7, SR-BI DiI-HDL act -7, PKA-R2B act 0, dFosB activator -1, DSG3 Ab inh 99, SR-BI HDL uptake 7, NSD2 HMT inh 1, Arrestin-AP2 inh 0 and CDK5 inh 1.6.
`CCOC(=O)N1CCN(C(=O)CCS(=O)(=O)c2ccc3c(c2)CCN3C(=O)CC)CC1` gave SUMO Mot1 rescue 361, MITF act -12, PKA-R1A act -10, SR-BI DiI-HDL act -2, PKA-R2B act 6, dFosB activator -3, DSG3 Ab inh 101, SR-BI HDL uptake 2, NSD2 HMT inh -2, Arrestin-AP2 inh 4 and CDK5 inh -5.0.
O=S(=O)(c1ccc2nc(-c3ccccc3)[nH]c2c1)N1CCN(c2cccc(Cl)c2)CC1 was read as SUMO Mot1 rescue 20, MITF act 10, PKA-R1A act -9, SR-BI DiI-HDL act -4, PKA-R2B act -2, dFosB activator 14, SR-BI HDL uptake 4, NSD2 HMT inh 0, Arrestin-AP2 inh -20 and CDK5 inh 1.7.
For COc1cc(OC)c2c(c1)C(=O)c1cc(OC)cc(OC)c1C2=O the results were SUMO Mot1 rescue 269, MITF act -20, PKA-R1A act -2, SR-BI DiI-HDL act 8, PKA-R2B act 5, dFosB activator 2, DSG3 Ab inh 86, SR-BI HDL uptake -8, NSD2 HMT inh 35, Arrestin-AP2 inh -4 and CDK5 inh 0.4.
`Oc1c(/C=N/c2ncn[nH]2)ccc2ccccc12` gave SUMO Mot1 rescue 12, PKA-R1A act 3, PKA-R2B act -3, dFosB activator -6, NSD2 HMT inh 18, Arrestin-AP2 inh 13 and CDK5 inh -2.2.
Screening O=C1CCCN1c1ccc(Br)cc1 returned SUMO Mot1 rescue -29, MITF act 14, PKA-R1A act -10, SR-BI DiI-HDL act -2, PKA-R2B act -4, dFosB activator 2, DSG3 Ab inh 102, SR-BI HDL uptake 2, NSD2 HMT inh 5, Arrestin-AP2 inh 21 and CDK5 inh -0.7.
Cc1ccc(NC(=O)CN2C(=O)CNC2=O)cc1 was read as SUMO Mot1 rescue 310, MITF act -7, PKA-R1A act -18, SR-BI DiI-HDL act 3, PKA-R2B act 0, dFosB activator -4, DSG3 Ab inh 88, SR-BI HDL uptake -3, NSD2 HMT inh -4, Arrestin-AP2 inh -5 and CDK5 inh 1.0.
`O=[N+]([O-])c1ccc(/C=N/n2c(-c3ccccc3)n[nH]c2=S)cc1` gave SUMO Mot1 rescue 13, MITF act 9, PKA-R1A act 9, SR-BI DiI-HDL act -13, PKA-R2B act 9, dFosB activator -1, DSG3 Ab inh 104, SR-BI HDL uptake 13, NSD2 HMT inh 14, Arrestin-AP2 inh -8 and CDK5 inh 0.3.
`Cc1cc2c(cc(C(=O)N3CCC(C(=O)N4CCCC4)CC3)n2Cc2c(F)cccc2Cl)o1` gave SUMO Mot1 rescue 12, MITF act -2, PKA-R1A act 1, SR-BI DiI-HDL act -5, PKA-R2B act 1, dFosB activator -7, DSG3 Ab inh 103, SR-BI HDL uptake 5, Arrestin-AP2 inh -5 and CDK5 inh -0.6.
`CNC(=O)CSc1nnc(-c2ccncc2)n1Cc1ccccc1` gave SUMO Mot1 rescue 4, PKA-R1A act -9, SR-BI DiI-HDL act 25, PKA-R2B act 1, dFosB activator 5, DSG3 Ab inh 99, SR-BI HDL uptake -25, NSD2 HMT inh 0, Arrestin-AP2 inh 28 and CDK5 inh 0.8.
Screening O=C(/C=C/NCc1cccnc1)C(F)(F)C(F)(F)F returned SUMO Mot1 rescue 10, MITF act -13, PKA-R1A act -13, SR-BI DiI-HDL act 1, PKA-R2B act 0, dFosB activator -2, DSG3 Ab inh 118, SR-BI HDL uptake -1, NSD2 HMT inh 6, Arrestin-AP2 inh -23 and CDK5 inh -4.0.
For COc1cc(C)c(C(=O)CSc2nnc(CNC(=O)c3ccco3)n2C)cc1C the results were SUMO Mot1 rescue -7, MITF act 7, PKA-R1A act 6, PKA-R2B act 7, dFosB activator 2, DSG3 Ab inh 96, NSD2 HMT inh 1, Arrestin-AP2 inh 24 and CDK5 inh 2.2.
`COc1ccc(C(CNC(=O)CN2C(=O)NC3(CCCC3)C2=O)N(C)C)cc1` (configuration not stated) gave SUMO Mot1 rescue -1, MITF act -1, PKA-R1A act -8, SR-BI DiI-HDL act 12, PKA-R2B act 4, dFosB activator -1, DSG3 Ab inh 98, SR-BI HDL uptake -12, NSD2 HMT inh -3, Arrestin-AP2 inh 33 and CDK5 inh 0.7.
CCn1c(SCC(=O)N2CCOCC2)nnc1C(C)NC(=O)c1ccccc1 (configuration not stated) was read as SUMO Mot1 rescue -14, MITF act 9, PKA-R1A act -10, SR-BI DiI-HDL act 15, PKA-R2B act -2, dFosB activator -3, DSG3 Ab inh 114, SR-BI HDL uptake -15, NSD2 HMT inh 14, Arrestin-AP2 inh -11 and CDK5 inh 0.6.
Screening Cc1ccc(S(=O)(=O)NCC(=O)N(CC(=O)NC2CCCCC2)CC2CCCO2)cc1 (configuration not stated) returned SUMO Mot1 rescue -12, MITF act 1, PKA-R1A act -1, SR-BI DiI-HDL act -11, PKA-R2B act -7, dFosB activator -6, DSG3 Ab inh 102, SR-BI HDL uptake 11, NSD2 HMT inh 1, Arrestin-AP2 inh 4 and CDK5 inh 0.7.
CCOC(=O)CN1CCc2c(C)nc3c(-c4ccc(OC)c(OC)c4)cnn3c21 was read as SUMO Mot1 rescue 1, MITF act 17, PKA-R1A act 12, SR-BI DiI-HDL act -56, PKA-R2B act 3, dFosB activator -4, DSG3 Ab inh 98, SR-BI HDL uptake 56, NSD2 HMT inh 0, Arrestin-AP2 inh 0 and CDK5 inh 1.0.
For O=C(CCN1C(=O)C2C3C=CC(C3)C2C1=O)N1CC(=O)N(CCc2ccccc2)C(=O)C1 (configuration not stated) the results were SUMO Mot1 rescue -2, MITF act 7, PKA-R1A act -3, SR-BI DiI-HDL act -4, PKA-R2B act 4, dFosB activator -5, SR-BI HDL uptake 4, NSD2 HMT inh 2, Arrestin-AP2 inh 8 and CDK5 inh -3.3.
Cc1ccccc1-c1nc(CS(=O)(=O)CC(=O)N2CCc3ccccc32)c(C)o1 was read as SUMO Mot1 rescue -3, PKA-R1A act 6, SR-BI DiI-HDL act -4, PKA-R2B act -3, dFosB activator -3, DSG3 Ab inh 97, SR-BI HDL uptake 4, Arrestin-AP2 inh 21 and CDK5 inh -3.6.
COc1ccccc1NC(=O)CN1CCN(c2ccccc2F)CC1 was read as SUMO Mot1 rescue -23, MITF act -8, PKA-R1A act -21, SR-BI DiI-HDL act -18, PKA-R2B act 3, dFosB activator -2, DSG3 Ab inh 119, SR-BI HDL uptake 18, NSD2 HMT inh -1, Arrestin-AP2 inh 12 and CDK5 inh -0.7.
CCOc1ccccc1C(=O)Nc1nnc(SCC(=O)N2CCOCC2)s1 was read as SUMO Mot1 rescue 7, MITF act 3, PKA-R1A act -7, SR-BI DiI-HDL act -12, PKA-R2B act -4, dFosB activator -25, DSG3 Ab inh 115, SR-BI HDL uptake 12, NSD2 HMT inh -1, Arrestin-AP2 inh -15 and CDK5 inh 0.3.
`Cc1nc(SCC(=O)NCC2CCCO2)c2cc(-c3ccccc3)sc2n1` (configuration not stated) gave SUMO Mot1 rescue 19, MITF act 35, PKA-R1A act -9, SR-BI DiI-HDL act -39, PKA-R2B act -11, dFosB activator -16, SR-BI HDL uptake 39, NSD2 HMT inh -3, Arrestin-AP2 inh 10 and CDK5 inh 0.4.
`CN(C)c1ccc(C(=S)N2CCN(C(=S)Nc3ccccc3)CC2)cc1` gave SUMO Mot1 rescue -9, MITF act 0, PKA-R1A act 1, SR-BI DiI-HDL act -18, PKA-R2B act -7, dFosB activator 4, DSG3 Ab inh 104, SR-BI HDL uptake 18, NSD2 HMT inh 1, Arrestin-AP2 inh 1 and CDK5 inh -3.2.
Screening CCCC(=O)Nc1nc2c(OC)ccc(OC)c2s1 returned SUMO Mot1 rescue -12, PKA-R1A act 3, SR-BI DiI-HDL act -30, PKA-R2B act -7, dFosB activator 2, DSG3 Ab inh 101, SR-BI HDL uptake 30, Arrestin-AP2 inh -6 and CDK5 inh -0.2.
